High-throughput results: PubChem BioAssay, several laboratories
SMARCA2 activ: SMARCA2 function activation, primary screen | MG213 cells, MMTV-luciferase reporter, dexamethasone, overnight | activation, % at 9.1 µM | 370,000 compounds, 1% hits; in the data active = activation above about 7.8%;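 also: 0% = vehicle wells and 100% = reference activator wells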
DAX1 inh-1: NR0B1 (DAX1) inhibition | AID 504766 | HEK293 Gal4-DAX1 luciferase reporter, luminescence | 340,000 compounds, 0.99% hits | inhibition, % at 6.75 µM | P51843;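 active = inhibition above the mean over all tested compounds plus 3 SD, cut at about 4.2% in these data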;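 also: 0% = DAX1-transfected cells with DMSO and 100% = empty-vector control cells with DMSO; inhibition shows as a rise in luminescence from relieved DAX1 repression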
PG9 Ab binder: small molecules binding HIV-1 gp120 antibody PG9. TR-FRET gp120-PG9 antibody binding. inhibition, % at 6.7 µM. 360,000 compounds, 0.43% hits; in the data active = inhibition above about 8.5%
ssDAF-12 act: S. stercoralis DAF-12 activation, primary screen; HEK293 ssDAF-12/GRIP1 lit1-tk-luc reporter, luminescence; % of 3 µM dafachronic acid response; activation, % at 6.8 µM; 370,000 compounds, 1% hits;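 active = activation above the mean over all tested compounds plus 3 SD, cut at about 0.9% in these data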;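 also: 0% = DMSO-only wells and 100% = 3 µM delta7-dafachronic acid wells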
sPLA2-III inh: Inhibits HGIII-sPLA2 liposome hydrolysis, primary screen. 370,000 compounds, 0.56% hits. Q9NZ20. QFRET BODIPY PC-A2 liposome hydrolysis, fluorescence. inhibition, % at 12.2 µM;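 active = inhibition above mean plus 3 SD of compounds lying within the high and low control bounds, cut at about 19% in these data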;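 also: 0% = median of test compound wells and 100% = no enzyme DMSO wells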
hgDAF-12 ag: agonists of H. glycines DAF-12 nuclear receptor | 370,000 compounds, 1.8% hits | HEK293 GAL4-hgDAF12 UAS-luciferase reporter, agonist luminescence; normalized to butyrate control | activation, % at 6.8 µM;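 active = activation above a cutoff set at the mean of all screened compounds plus 3 SD, cut at about 10% in these data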;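 also: 0% = DMSO wells and 100% = sodium butyrate wells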
hcDAF-12 act: H. contortus DAF-12 activation, primary screen | 370,000 compounds, 1.4% hits | HEK293 hcDAF-12 lit1-tk-luc reporter, luminescence; 0% DMSO, 100% Δ7-dafachronic acid | AID 652067 | activation, % at 6.8 µM;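 active = activation above the mean of all tested compounds plus 3 SD, cut at about 5.5% in these data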;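 also: 100% = response to 3 µM Δ7-dafachronic acid high control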
DAX1 inh-2: DAX1 (NR0B1) inhibition, primary screen. HEK293T StAR-luciferase reporter, SF-1/DAX-1 repression relief. inhibition, % at 6.8 µM. AID 652010. 370,000 compounds, 1.1% hits;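 active = inhibition above the mean over all tested compounds plus 3 SD, cut at about 3.6% in these data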;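 also: 0% = DAX-1 cells with DMSO and 100% = cells lacking DAX-1 with DMSO; higher inhibition means more luminescence from relief of DAX-1 repression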
Rev-erbA mod: Rev-erb alpha (human) modulation | Rev-erbα–FITC-DNA binding, fluorescence polarization, 90 min | activity, % at 10 µM | 370,000 compounds, 0.79% hits;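 active = activity above about 14%, limit read from the data; passing the limit was not always enough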;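 also: 0% = DMSO wells with 35 nM protein and 100% = DMSO wells with 750 nM protein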
PLC-beta3 inh: PLC-beta3 (human) inhibition, primary screen | inhibition, % at 12.2 µM | Purified PLC-beta3, fluorogenic substrate, fluorescence | Q01970 | 370,000 compounds, 0.18% hits | AID 720704; in the data active = inhibition above about 11%;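 also: 0% = median of compound wells on plate and 100% = full blocker control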
Target sequence (Q01970 whole entry, looked up): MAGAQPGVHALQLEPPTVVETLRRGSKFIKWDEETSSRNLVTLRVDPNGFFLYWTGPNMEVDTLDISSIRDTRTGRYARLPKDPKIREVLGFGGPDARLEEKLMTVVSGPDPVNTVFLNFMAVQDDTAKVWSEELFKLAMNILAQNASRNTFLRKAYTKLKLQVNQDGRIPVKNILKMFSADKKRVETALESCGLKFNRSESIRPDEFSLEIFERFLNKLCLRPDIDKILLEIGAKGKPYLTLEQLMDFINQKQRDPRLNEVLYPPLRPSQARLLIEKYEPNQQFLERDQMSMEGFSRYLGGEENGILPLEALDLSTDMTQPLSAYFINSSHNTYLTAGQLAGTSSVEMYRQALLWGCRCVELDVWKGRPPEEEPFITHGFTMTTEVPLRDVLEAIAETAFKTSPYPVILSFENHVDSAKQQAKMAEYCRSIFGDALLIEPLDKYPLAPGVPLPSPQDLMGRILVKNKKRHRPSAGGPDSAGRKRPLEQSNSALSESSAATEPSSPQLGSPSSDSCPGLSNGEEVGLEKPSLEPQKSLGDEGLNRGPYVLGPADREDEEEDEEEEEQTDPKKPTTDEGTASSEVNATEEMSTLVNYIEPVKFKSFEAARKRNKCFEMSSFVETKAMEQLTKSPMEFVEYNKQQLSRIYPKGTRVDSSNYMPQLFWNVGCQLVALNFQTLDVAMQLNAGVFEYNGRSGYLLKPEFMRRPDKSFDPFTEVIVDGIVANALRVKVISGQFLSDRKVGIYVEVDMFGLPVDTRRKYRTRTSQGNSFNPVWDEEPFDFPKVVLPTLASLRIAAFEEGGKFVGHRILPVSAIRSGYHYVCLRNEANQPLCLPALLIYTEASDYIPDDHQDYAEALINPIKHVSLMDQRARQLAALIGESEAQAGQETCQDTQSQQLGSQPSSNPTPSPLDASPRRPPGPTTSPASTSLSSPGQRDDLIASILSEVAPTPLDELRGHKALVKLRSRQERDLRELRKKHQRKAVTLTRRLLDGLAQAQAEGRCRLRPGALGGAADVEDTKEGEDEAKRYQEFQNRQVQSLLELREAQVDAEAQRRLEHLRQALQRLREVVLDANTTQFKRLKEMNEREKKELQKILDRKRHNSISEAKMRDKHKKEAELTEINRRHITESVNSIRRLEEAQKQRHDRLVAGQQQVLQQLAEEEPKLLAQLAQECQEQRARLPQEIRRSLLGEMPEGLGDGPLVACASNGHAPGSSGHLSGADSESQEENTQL
GAA850 FXN act: frataxin GAA850 promoter activation. HEK293 lucGAA850 FXN promoter luciferase reporter, 24 h; percent of 10 µM SAHA response. activation, % at 6 µM. 360,000 compounds, 0.56% hits;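 active = activation above the average of all compounds screened plus 3 SD, cutoff fixed separately per campaign, cut at about 7.5% in these data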;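 also: 0% = DMSO wells and 100% = 10 µM SAHA wells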
* = called active by the depositor; · = no result given.

nr | smiles | Rev-erbA mod | PLC-beta3 inh | DAX1 inh-2 | SMARCA2 activ | ssDAF-12 act | hgDAF-12 ag | hcDAF-12 act | DAX1 inh-1 | GAA850 FXN act | sPLA2-III inh | PG9 Ab binder
1 | CCCn1c(=NC(=O)CS(=O)(=O)c2ccccc2)sc2cc(S(C)(=O)=O)ccc21 | 6 | -12 | -1.6 | -2 | 0.0 | -1.9 | -1.6 | -0.5 | 1.7 | -8 | 0.1
2 | Cc1cc(C(=O)NCc2ccc3c(c2)OCO3)n(-c2ccccc2)n1 | 0 | 3 | -0.8 | 2 | -2.0 | 0.1 | -0.3 | 0.7 | -1.6 | 2 | 0.4
3 | C#CCOCCOCCOCCNc1nc(N2CCN(C(=O)[C@H](CCCCN)n3cc(CC(C)O)nn3)CC2)nc(N2CCN(C(=O)[C@H](Cc3ccc(O)cc3)n3cc(CCO)nn3)CC2)n1 (stereo not given in full) | 3 | 1 | -0.2 | 0 | -1.0 | 0.8 | -0.4 | 0.0 | 1.0 | -2 | 0.4
4 | O=C(Nc1ccc(F)cc1)C1C(c2ccccc2)C1(Cl)Cl (stereo not given) | -6 | -1 | -1.5 | -6 | -1.7 | -0.5 | 1.7 | -0.9 | 1.3 | 7 | -2.1
5 | Cc1ccc(-c2n[nH]c(=O)c3ccccc23)cc1S(=O)(=O)NC(C)(C)C | -2 | -5 | -0.7 | -5 | -0.7 | -2.0 | -1.0 | 1.1 | 5.2 | 1 | 1.6
6 | S=c1[nH]nc(-c2ccc3ccccc3n2)n1-c1cc(Cl)cc(Cl)c1 | 1 | -45 | -0.2 | -1 | -1.4 | 0.0 | 0.6 | -0.1 | 3.2 | 4 | 0.9
7 | CC(C)C[C@@H](COCc1ccc(C(F)(F)F)cc1)N1CCN(C(=O)c2ccc(C(F)(F)F)cc2)CCC1=O | -4 | -3 | -2.4 | -4 | -0.4 | -0.3 | -0.6 | · | · | -1 | -0.2
8 | CN1CCc2c(sc3c2C(=O)NC(c2ccco2)N3)C1 (stereo not given) | 1 | -128 | -0.8 | -2 | -1.5 | -1.4 | -0.7 | 0.5 | 6.1 | 6 | -0.8
9 | COc1cccc(N=C(N)N)c1 | 3 | 2 | -0.2 | -3 | -1.2 | 0.0 | -0.2 | -1.1 | 2.9 | -4 | -1.2
10 | CCCCCCN1C=C/C(=C\C=C(C#N)C#N)c2ccccc21 | -5 | 0 | 0.2 | 1 | -0.8 | 1.1 | -1.2 | 1.8 | -0.1 | 2 | -3.8
11 | O=C(Nc1ccccc1Br)c1cc(=O)c2ccccc2o1 | 10 | -8 | 1.6 | 8 | 0.6 | 11* | 1.0 | 4.2 | 3.8 | -5 | -0.3
12 | CC(C)COC(=O)N1CCCCC1c1cc(C(=O)Nc2ccc3c(c2)OCO3)no1 (stereo not given) | -5 | -1 | -0.4 | -1 | -1.0 | -2.6 | -1.8 | · | 0.8 | -1 | 0.1
13 | CCN(c1ccccc1)S(=O)(=O)c1cc(C(=O)OC(C)C(=O)Nc2ccc3c(c2)OCCO3)ccc1C (stereo not given) | -10 | 6 | 0.4 | -4 | -1.5 | 2.2 | -2.3 | -1.9 | 1.1 | -4 | 1.8
14 | CCCCc1ccc(NC=C2C(=O)OC3(CCCCC3)OC2=O)cc1 | 2 | 0 | 0.2 | -1 | -1.2 | -1.3 | -1.6 | -0.6 | -2.4 | 5 | 2.3
15 | Cc1ccc(OCC(=O)N2CCC(N3CC(C)CC(C)C3)CC2)cc1 (stereo not given) | -6 | 3 | 0.8 | 5 | -0.9 | 0.1 | -0.7 | -0.1 | 1.7 | 2 | -1.2
16 | O=c1c(CN2CCN(Cc3ccccc3)CC2)coc2ccc(Cl)cc12 | 3 | 6 | 0.2 | 1 | -1.6 | 1.2 | 0.0 | 0.5 | 2.9 | -2 | -0.3
17 | CSCCC(NC(=O)c1ccco1)C(=O)N(C)CC(=O)Nc1ccccc1Br (stereo not given) | 0 | -4 | 0.1 | 0 | -1.2 | -1.7 | -1.4 | 0.2 | 1.2 | 4 | 2.6
18 | COC(=O)[C@]12C[C@H](CC(=O)NCCCN3CCCC3=O)C(=O)N(Cc3ccco3)C1=C[C@H](C(C)C)O[C@@H]2C1CC1 | 0 | 0 | -1.1 | -2 | -2.1 | -1.6 | 0.0 | · | · | 1 | ·
19 | O=C(CN(C(=O)C1CSC(=O)C1)c1cccc(F)c1)NCc1ccc2c(c1)OCO2 (stereo not given) | 5 | -10 | -0.3 | -1 | -0.3 | 0.2 | -1.1 | -0.9 | 1.3 | 4 | -0.2
20 | O=C(COc1ccc2c(c1)OCO2)Nc1nnc(Cc2ccccc2)s1 | -4 | -6 | -0.3 | -1 | -0.7 | 2.1 | -1.6 | -0.1 | 1.6 | 6 | -1.2
21 | COc1ccccc1Cn1c(=S)[nH]c2cc(C(=O)N3CCCC(C)C3)ccc2c1=O (stereo not given) | -3 | -1 | -1.0 | -2 | -1.6 | -0.9 | -2.9 | -1.4 | 0.8 | 14 | -1.5
22 | Oc1ccc(Cl)cc1C=NCCc1ccccc1 | 9 | -4 | 0.2 | -3 | -0.8 | 4.2 | -0.5 | -0.4 | 1.9 | 12 | -0.6
23 | COc1ccc(CCNC(=O)CSc2nc3cc(Cl)ccc3o2)cc1OC | 2 | 3 | -0.8 | -2 | -1.1 | -2.4 | -1.3 | -1.0 | -0.4 | 9 | 0.3
24 | COc1ccc(NC(=O)C2(C)CCCN(C(C)C)C2)cc1F (stereo not given) | -1 | 3 | -0.5 | -8 | -1.1 | -1.5 | -1.3 | · | -0.5 | 15 | -1.4
25 | CC(C)C[C@@H]1COc2cc(Br)ccc2S(=O)(=O)N1Cc1cn(Cc2ccc(F)cc2)nn1 | -3 | 3 | 1.4 | -3 | -1.1 | 1.3 | -1.6 | · | · | 7 | ·
26 | NC(=O)C1CCN(c2nc3ccccc3nc2NS(=O)(=O)c2ccc(Br)cc2)CC1 | 1 | -19 | -0.1 | -4 | -1.3 | 0.7 | 5.4 | -0.3 | 1.4 | -21 | 0.6
27 | O=C(O)c1cc(NCc2ccc3c(c2)OCO3)ccc1N1CCOCC1 | -12 | -65 | 0.0 | 1 | -1.4 | -2.1 | -1.6 | -0.6 | 3.4 | 6 | -0.1
28 | CSc1cccc(NC(=S)N2CCCN(Cc3cccc(Cl)c3)C2)c1 | -1 | -2 | -0.7 | -4 | -1.0 | 5.1 | 1.1 | -0.4 | 0.0 | -4 | -0.1
29 | Cc1noc(C)c1S(=O)(=O)N(C)C[C@H]1Oc2c(NC(=O)Nc3ccc(C(F)(F)F)cc3)cccc2C(=O)N([C@H](C)CO)C[C@@H]1C | -10 | -2 | -1.5 | -3 | -1.3 | 0.3 | -0.1 | -0.4 | -3.5 | -22 | 0.7
30 | CC(C)c1ccc(OCC(=O)Nc2ccncc2)cc1 | 0 | 0 | -0.4 | -2 | -0.7 | 2.2 | -1.2 | -1.7 | 0.4 | -8 | -1.4
31 | CCOC(=O)CSc1nnc(CSc2nc3sc4c(c3c(=O)[nH]2)CCCC4)n1-c1ccccc1 | 0 | -1 | 0.1 | -2 | -0.9 | 0.4 | -0.9 | -0.9 | 2.6 | -22 | 1.8
32 | COc1cccc(CN2CCC(Oc3ccc(C(=O)NCc4ccccn4)cc3)CC2)c1O | 1 | -1 | -2.1 | 1 | -0.8 | 4.0 | -2.5 | -0.2 | -0.4 | -5 | 0.4
33 | c1ccc2oc(-c3ccn[nH]3)cc2c1 | 1 | -9 | 1.5 | 4 | -0.7 | 5.7 | 4.5 | 5.9* | 8.0* | -4 | 0.4
34 | Fc1ccccc1/C=N/n1c(C2CCCCC2)n[nH]c1=S | -2 | -7 | -0.3 | -2 | -0.9 | -1.7 | 2.0 | 1.4 | 0.0 | 14 | 0.7
35 | CC(=O)c1ccc(NC(=O)C2CC(c3ccc(F)cc3)=NO2)cc1 (stereo not given) | 7 | 2 | -0.5 | 6 | 0.6 | 1.1 | 0.7 | 0.2 | -0.4 | 3 | -3.1
36 | CC[C@H](C)C(C(=O)N1CCN(C(=O)OC(C)(C)C)CC1)n1cc(C(Cc2ccc(O)cc2)NC(=O)OC(C)(C)C)nn1 (stereo not given in full) | -2 | -4 | -0.4 | -1 | -1.4 | -4.3 | -3.1 | -1.1 | -1.5 | -14 | 2.3

One compound at a time (already shown). Values in the order: Rev-erbA mod	PLC-beta3 inh	DAX1 inh-2	SMARCA2 activ	ssDAF-12 act	hgDAF-12 ag	hcDAF-12 act	DAX1 inh-1	GAA850 FXN act	sPLA2-III inh	PG9 Ab binder
Record of CCOC(=O)CSc1nnc(CSc2nc3sc4c(c3c(=O)[nH]2)CCCC4)n1-c1ccccc1 → 0	-1	0.1	-2	-0.9	0.4	-0.9	-0.9	2.6	-22	1.8
Record of CSc1cccc(NC(=S)N2CCCN(Cc3cccc(Cl)c3)C2)c1 → -1	-2	-0.7	-4	-1.0	5.1	1.1	-0.4	0.0	-4	-0.1

(more compounds)
nr | smiles | Rev-erbA mod | PLC-beta3 inh | DAX1 inh-2 | SMARCA2 activ | ssDAF-12 act | hgDAF-12 ag | hcDAF-12 act | DAX1 inh-1 | GAA850 FXN act | sPLA2-III inh | PG9 Ab binder
37 | COc1ccc(Cl)cc1NC(=O)CCS(=O)(=O)c1ccc(C)cc1 | -2 | -4 | -0.3 | -1 | -1.1 | -0.7 | -1.7 | 1.2 | 0.6 | -3 | 1.0
38 | CC(Oc1ccc(Cl)cc1C(N)=O)C(=O)N1CCc2ccccc21 (stereo not given) | -1 | 2 | 0.3 | -1 | -1.3 | 4.3 | -0.8 | -1.6 | -2.4 | -5 | -1.3
39 | CC(C)CC(c1nnnn1C1CCCCC1)N1CCN(C(=O)c2ccco2)CC1 (stereo not given) | -4 | -4 | 0.5 | 1 | -1.2 | 1.5 | -0.5 | 1.5 | 0.9 | 3 | -1.5
40 | O=C(Nc1ccc2c(c1)OCCO2)C1c2ccccc2OCC(=O)N1C1CC1 (stereo not given) | -1 | -1 | 0.2 | -3 | -0.8 | 0.3 | -0.4 | · | · | 6 | -2.2
41 | C[C@H](CO)N1C[C@H](C)[C@@H](CN(C)S(=O)(=O)c2cccs2)Oc2ccc(NC(=O)CCC(F)(F)F)cc2C1=O | 7 | -3 | -0.2 | -1 | -1.0 | -2.6 | -1.9 | 1.3 | -0.4 | -2 | 1.3
42 | NC(=O)c1ccccc1OCC(=O)N1CCCc2ccccc21 | 2 | -16 | 0.6 | 1 | -0.3 | 3.9 | 1.4 | 1.3 | 2.7 | 5 | 0.3
43 | CCOc1ccc(NC2=NCCC(=O)N2Cc2cccs2)cc1 | -1 | 4 | -0.1 | -2 | -0.7 | 2.9 | -1.6 | 0.8 | -0.5 | -3 | -1.2
44 | CCOc1ccc(Cc2nc(N)nc(N)n2)cc1 | -7 | 3 | -0.4 | -1 | -0.7 | 2.6 | -1.3 | -1.2 | 1.3 | -5 | 0.0
45 | CN1C(=O)C(CC(=O)Nc2ccc(Cl)cc2)N(Cc2ccco2)C1=S (stereo not given) | -3 | -1 | -0.4 | -2 | -0.3 | -0.1 | 1.3 | 3.5 | 3.0 | -28 | 0.0
46 | CCCCc1cc(=O)oc2c(C)c(OCC(=O)N3CCCC3)ccc12 | 3 | -16 | 1.0 | -1 | -1.0 | -3.0 | -1.4 | 0.4 | -0.6 | 1 | -1.5
47 | c1ccc(Nc2nc(NCc3ccco3)c3ccccc3n2)cc1 | -3 | -29 | -1.6 | -7 | -2.2 | -5.1 | -4.6 | -3.1 | 0.1 | -17 | 1.0
